ADAM17 inh: inhibits human ADAM17 | recombinant ADAM17, EDANS/DABCYL FRET peptide cleavage | 370,000 compounds, 0.83% hits | P78536 | inhibition, % at 6.95 µM;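 active = inhibition above the mean of compounds lying between control limits plus 3 SD, set per campaign, cut at about 8.5% in these data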;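 also: 0% = DMSO-only wells as the low control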
Target sequence (P78536 215-824 limits assumed): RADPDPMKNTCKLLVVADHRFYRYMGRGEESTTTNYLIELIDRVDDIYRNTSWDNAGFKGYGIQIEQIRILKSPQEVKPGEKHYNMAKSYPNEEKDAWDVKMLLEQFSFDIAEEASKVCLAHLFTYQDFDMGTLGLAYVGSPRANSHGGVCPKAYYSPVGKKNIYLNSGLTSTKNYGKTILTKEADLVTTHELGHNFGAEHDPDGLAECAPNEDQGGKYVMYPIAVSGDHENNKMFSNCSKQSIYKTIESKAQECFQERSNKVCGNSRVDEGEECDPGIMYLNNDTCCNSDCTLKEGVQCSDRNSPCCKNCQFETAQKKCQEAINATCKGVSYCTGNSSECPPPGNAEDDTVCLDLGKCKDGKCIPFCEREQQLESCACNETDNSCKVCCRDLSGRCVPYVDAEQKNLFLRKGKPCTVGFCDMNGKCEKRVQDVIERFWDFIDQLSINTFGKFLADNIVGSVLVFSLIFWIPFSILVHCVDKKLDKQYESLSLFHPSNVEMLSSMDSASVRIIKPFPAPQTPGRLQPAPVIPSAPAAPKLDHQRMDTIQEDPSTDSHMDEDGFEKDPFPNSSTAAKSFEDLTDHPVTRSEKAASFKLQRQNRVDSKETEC
PLCb3 inh: PLC-beta3 (human) inhibition, primary screen. Q01970. Purified PLC-beta3, fluorogenic substrate, fluorescence. inhibition, % at 12.2 µM. 370,000 compounds, 0.18% hits; in the data active = inhibition above about 11%;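 also: 0% = median of compound wells on plate and 100% = full blocker control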
ssDAF-12 act: S. stercoralis DAF-12 activation, primary screen; activation, % at 6.8 µM; 370,000 compounds, 1% hits; HEK293 ssDAF-12/GRIP1 lit1-tk-luc reporter, luminescence; % of 3 µM dafachronic acid response;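 active = activation above the mean over all tested compounds plus 3 SD, cut at about 0.9% in these data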;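 also: 0% = DMSO-only wells and 100% = 3 µM delta7-dafachronic acid wells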
DAX1 inh-1: inhibits human nuclear receptor DAX1. P51843. HEK293 Gal4-DAX1 luciferase reporter, luminescence. inhibition, % at 6.75 µM. 340,000 compounds, 0.99% hits. AID 504766;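 active = inhibition above the mean over all tested compounds plus 3 SD, cut at about 4.2% in these data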;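 also: 0% = DAX1-transfected cells with DMSO and 100% = empty-vector control cells with DMSO; inhibition shows as a rise in luminescence from relieved DAX1 repression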
Target sequence (P51843 207-470 limits assumed): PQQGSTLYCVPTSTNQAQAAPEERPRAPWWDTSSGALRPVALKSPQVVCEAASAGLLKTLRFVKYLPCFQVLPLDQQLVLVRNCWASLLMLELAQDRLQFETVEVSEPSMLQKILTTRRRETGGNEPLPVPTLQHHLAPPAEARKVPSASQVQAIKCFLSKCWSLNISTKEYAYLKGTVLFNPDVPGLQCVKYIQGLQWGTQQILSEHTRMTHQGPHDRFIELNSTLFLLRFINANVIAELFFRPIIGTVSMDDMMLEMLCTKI
PLC-gamma1 inh: blocks human PLC-gamma1 enzyme activity | purified PLC-gamma1, fluorogenic substrate, fluorescence | inhibition, % at 12.2 µM | 370,000 compounds, 0.84% hits | AID 720700; in the data active = inhibition above about 9.5%
SMARCA2 act: increases SMARCA2 function in MMTV reporter cells | 370,000 compounds, 1% hits | MG213 cells, MMTV-luciferase reporter, dexamethasone, overnight | activation, % at 9.1 µM; in the data active = activation above about 7.8%;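 also: 0% = vehicle wells and 100% = reference activator wells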
hcDAF12 agonist: activators of H. contortus DAF-12 nuclear receptor | HEK293 hcDAF-12 lit1-tk-luc reporter, luminescence; 0% DMSO, 100% Δ7-dafachronic acid | AID 652067 | 370,000 compounds, 1.4% hits | activation, % at 6.8 µM;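 active = activation above the mean of all tested compounds plus 3 SD, cut at about 5.5% in these data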;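 also: 100% = response to 3 µM Δ7-dafachronic acid high control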
DAX1 inh-2: inhibitors of DAX1 repression of SF-1 activated StAR promoter. HEK293T StAR-luciferase reporter, SF-1/DAX-1 repression relief. inhibition, % at 6.8 µM. 370,000 compounds, 1.1% hits. AID 652010;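 active = inhibition above the mean over all tested compounds plus 3 SD, cut at about 3.6% in these data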;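 also: 0% = DAX-1 cells with DMSO and 100% = cells lacking DAX-1 with DMSO; higher inhibition means more luminescence from relief of DAX-1 repression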
Rev-erbA mod: modulates human Rev-erb alpha binding to DNA; AID 1259318; 370,000 compounds, 0.79% hits; Rev-erbα–FITC-DNA binding, fluorescence polarization, 90 min; activity, % at 10 µM; P20393;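 active = activity above about 14%, limit read from the data; passing the limit was not always enough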;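 also: 0% = DMSO wells with 35 nM protein and 100% = DMSO wells with 750 nM protein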
MBD2 inh: blocks human MBD2 binding to methylated DNA; Q9UBB5; TR-FRET, MBD2 binding to methylated oligonucleotide; inhibition, % at 4.4 µM; 370,000 compounds, 0.31% hits; in the data active = inhibition above about 13%
hgDAF-12 ag: activates the H. glycines DAF-12 receptor ligand-binding domain; 370,000 compounds, 1.8% hits; activation, % at 6.8 µM; AID 687014; HEK293 GAL4-hgDAF12 UAS-luciferase reporter, agonist luminescence; normalized to butyrate control;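 active = activation above a cutoff set at the mean of all screened compounds plus 3 SD, cut at about 10% in these data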;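 also: 0% = DMSO wells and 100% = sodium butyrate wells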
* marks the source's active call; other numbers are inactive results; . = not tested or not shown. Compounds were not picked by outcome; any-hit rate near 7.4%.

SMILES | ADAM17 inh | PLCb3 inh | ssDAF-12 act | DAX1 inh-1 | PLC-gamma1 inh | SMARCA2 act | hcDAF12 agonist | DAX1 inh-2 | Rev-erbA mod | MBD2 inh | hgDAF-12 ag
N=C1C(c2ccccc2)=C(O)CN1c1cccc2ccccc12 | -5 | -5 | -1.4 | -1.2 | 0 | -3 | -0.4 | 0.3 | -4 | 3 | -1.6
Cc1ccc(CNC(=O)c2sc3nc4c(c(C(F)(F)F)c3c2N)CCC4)cc1 | -10 | -17 | -1.6 | -0.1 | -13 | -4 | -1.9 | -0.1 | 1 | -5 | 0.6
C/C(=N/O)c1ccc(Oc2cnccn2)cc1 | -3 | -1 | -0.5 | -1.8 | -2 | 0 | 2.2 | 0.3 | -4 | 3 | 2.3
CC[C@]12c3[nH]c4ccc(Cl)cc4c3CCN1C(=O)[C@@H](CC(=O)NCc1ccc(OC)c(OC)c1)C[C@@H]2C(=O)N1CCN(C(=O)c2ccco2)CC1 | -4 | -1 | -0.7 | -0.5 | 0 | -4 | -0.7 | -0.8 | 0 | -2 | 1.1
COc1cccc(CNC(=O)CCc2ccc(OC)c(OC)c2)c1 | -2 | -5 | -1.1 | -2.4 | 2 | -2 | -1.2 | -0.2 | -2 | 7 | 2.4
N#Cc1ccsc1NC(=O)CSc1ncn[nH]1 | -3 | 3 | -1.6 | 0.5 | 1 | 7 | -0.2 | -0.7 | 5 | -1 | -0.1
Cc1noc(C)c1C(=O)N(CC(=O)NC1CCCC1)Cc1ccccc1F | 0 | 1 | -0.9 | -0.4 | 2 | 6 | -1.7 | 0.2 | 6 | 1 | 1.4
COc1c(F)c(F)c(C(=O)Nc2ccc(N3CCN(Cc4ccccc4)CC3)cc2)c(F)c1F | 2 | 3 | -2.1 | -2.5 | 1 | -3 | -2.6 | -2.6 | 0 | -1 | -5.4
C/C(=N\NC(=S)NCCc1ccccc1)c1ccc(Cl)cc1 | 9.6* | 1 | -1.6 | 0.8 | -3 | -2 | -0.3 | 0.0 | 3 | -6 | 0.8
CCOc1ccc(NC2OCC(O)C(O)C2O)c([N+](=O)[O-])c1 (stereo unspecified) | -3 | -2 | -1.5 | 1.9 | -3 | -4 | 1.2 | 0.2 | 6 | -20 | -2.7
COc1ccc(NC(=O)CCNS(=O)(=O)c2cccc3nsnc23)cc1OC | 0 | 6 | -0.8 | -1.6 | 2 | 0 | -2.0 | -0.5 | 0 | 0 | 0.0
O=C(NCc1cccs1)C1CCN(S(=O)(=O)c2cccs2)CC1 | -2 | -2 | 0.2 | -0.6 | 0 | 1 | -1.5 | 0.7 | 5 | -3 | 0.6
O=C(Nc1cccc(S(=O)(=O)N2CCCCC2)c1)c1ccccc1NS(=O)(=O)c1ccc(F)cc1 | -25 | -46 | -2.0 | -3.0 | -32 | -7 | -1.7 | -2.0 | 1 | 1 | -5.2
CC(=O)C(C)Oc1cc(C)cc2oc(=O)c(C)c(C)c12 (stereo unspecified) | -28 | -67 | -1.4 | -0.9 | -63 | -1 | 0.9 | -1.0 | 1 | 2 | -0.6
COc1ccccc1CCNC(=O)Cc1cccs1 | -1 | -5 | -1.5 | 1.2 | 5 | -2 | 1.0 | 0.9 | 0 | -3 | -3.2
COCCNC(=S)N1CCN(c2cccc(C(F)(F)F)c2)CC1 | -2 | -1 | -1.9 | -0.9 | 1 | 4 | -1.7 | -0.4 | 0 | -2 | -4.5
O=C(Nc1ccc(OCc2ccccc2)cc1)Nc1nnc([C@@H]2C[C@H](O)[C@@H](CO)O2)s1 | 6 | -1 | -1.2 | . | -13 | -7 | -2.4 | -0.4 | 2 | -2 | -1.4
CCn1cc(CN2CCCC(CNC(=O)COc3ccccc3OC)C2)c(C)n1 (stereo unspecified) | 5 | -1 | -1.3 | 1.1 | 3 | 1 | -0.8 | 0.0 | 3 | -3 | 1.6
CCCC(=O)NC(=S)Nc1ccc(S(=O)(=O)Nc2ccc(OCC)cc2)cc1 | 6 | -1 | -1.7 | 0.9 | 2 | 5 | -2.8 | -0.3 | -4 | 1 | -2.3
O=c1cc(O)c2sc(Nc3ccc(Cl)c(F)c3)nc2[nH]1 | -5 | -15 | -0.8 | -1.2 | -6 | -1 | -0.9 | 1.0 | -1 | 0 | -1.6
CCNc1nc(-c2sc(NC(=O)C(C)(C)C)nc2C)c(-n2cc(-c3ccccc3)nn2)s1 | 2 | -28 | -1.6 | . | -14 | -5 | -4.3 | -5.8 | 3 | 2 | -10.0
Cc1cc(OCc2cc(C(=O)N(C)Cc3nonc3C)no2)cc(C)c1Cl | 5 | -13 | -1.2 | -0.1 | 3 | -3 | -1.5 | -0.5 | 1 | 3 | 0.2
CC(NC(=O)c1ccccc1)C(=O)N/N=C/c1ccccc1 (stereo unspecified) | -1 | -3 | -1.7 | 1.0 | -1 | 2 | -0.2 | -0.4 | 1 | 0 | 0.6
COc1ccccc1N1CCN(C(=O)C(F)F)CC1 | 3 | 2 | -1.1 | -1.1 | -1 | 3 | -0.6 | 1.4 | 4 | -2 | 1.2
Cc1cc2nc(-c3cccc(Br)c3)c(Cc3ccsc3)n2c(C)c1Br | -7 | -26 | 0.3 | . | -20 | -2 | 2.8 | -1.5 | 0 | 2 | 0.1

As entered above.
COc1ccc(NC(=O)CCNS(=O)(=O)c2cccc3nsnc23)cc1OC – DAX1 inh-2 = -0.5
Cc1cc2nc(-c3cccc(Br)c3)c(Cc3ccsc3)n2c(C)c1Br – Rev-erbA mod = 0
CC[C@]12c3[nH]c4ccc(Cl)cc4c3CCN1C(=O)[C@@H](CC(=O)NCc1ccc(OC)c(OC)c1)C[C@@H]2C(=O)N1CCN(C(=O)c2ccco2)CC1 – DAX1 inh-2 = -0.8

Next part:
SMILES | ADAM17 inh | PLCb3 inh | ssDAF-12 act | DAX1 inh-1 | PLC-gamma1 inh | SMARCA2 act | hcDAF12 agonist | DAX1 inh-2 | Rev-erbA mod | MBD2 inh | hgDAF-12 ag
Clc1cccc(-c2ccc3ncnc(NCc4cccs4)c3c2)c1 | -7 | -4 | -0.6 | -0.5 | 0 | -2 | -2.6 | -0.8 | 8 | -4 | -2.2
O=S1(=O)CC(N2CCN(CCO)CC2)CN1Cc1cn(Cc2cccc(Cl)c2)nn1 (stereo unspecified) | 0 | 2 | -0.9 | . | 2 | 5 | -0.5 | 0.6 | -2 | 1 | -2.7
O=C1CN(C(=S)Nc2ccccc2Cl)CCN1 | -8 | -8 | -1.7 | -0.9 | -2 | -4 | -1.5 | 0.0 | -3 | 4 | -0.3
CC1CCN(C(=O)C2CCCN(S(=O)(=O)c3cccc4nsnc34)C2)CC1 (stereo unspecified) | -5 | -8 | -1.5 | 0.8 | -2 | -4 | -2.4 | -0.4 | 3 | 0 | 0.3
COc1cc2c(C(=O)O)c(C)n(-c3ccccc3)c2c2ccccc12 | -24 | -15 | -1.5 | 0.2 | -7 | 2 | 0.9 | -0.4 | -1 | 0 | -0.7
CSc1ccc(/C=C/C(=O)Nc2ccccc2)cc1 | -4 | -15 | 0.6 | -2.6 | -7 | -1 | 11* | 14* | 1 | 0 | 14*
COc1cc(NC(=O)CCc2c(C)[nH]c(=O)c(C#N)c2C)cc(OC)c1 | -4 | -1 | -1.0 | -1.5 | 0 | -2 | -1.4 | 0.3 | -1 | 0 | 0.2
O=C(NN=Cc1ccccc1Cl)c1ccccc1 | -4 | 2 | 0.3 | 4.1 | -2 | 4 | 2.0 | 5.2* | -2 | -3 | 12*
COc1cccc(S(=O)(=O)N(C)C[C@@H]2OCc3cnnn3CCCC(=O)N([C@@H](C)CO)C[C@H]2C)c1 | -1 | 0 | -1.1 | 3.7 | 3 | -1 | -0.1 | 0.0 | 3 | -1 | -0.5
O=C(C1CCCN1S(=O)(=O)c1cccc2nsnc12)N1CCCCC1 (stereo unspecified) | -2 | -7 | -1.1 | 0.6 | 2 | -2 | -0.6 | 0.2 | 2 | -6 | 0.3
CCCCOc1ccc(/C=C2/Sc3ccccc3C2=O)cc1 | -5 | -5 | -0.2 | 1.5 | -4 | -1 | 1.3 | 0.5 | -6 | -2 | 1.8
COC(=O)[C@]12C[C@H](CC(=O)NCCCN3CCCC3=O)C(=O)N(Cc3ccccc3)C1=C[C@H](C(C)(C)C)O[C@@H]2C | 0 | 2 | -1.0 | . | 3 | 4 | -0.8 | -0.8 | -2 | -4 | 0.9
CN(Cc1ccccc1)C(=O)c1[nH]cnc1C(=O)Nc1ccccc1 | 4 | 3 | -1.2 | -0.1 | -1 | 1 | -0.7 | 0.5 | -5 | 0 | 3.1
O=C(C1CC1)N1CCN(Cc2ccccc2)CC1 | 1 | -4 | -1.3 | 1.9 | 0 | -4 | -0.4 | 0.1 | 1 | 0 | 0.2
Cc1ccc(-n2nc3c(=O)n(CCCC(=O)NCc4ccccc4C)nc(C)c3c2C)cc1 | 3 | -2 | -0.9 | -0.8 | 14* | -4 | -1.2 | -1.6 | -3 | 1 | -1.5
CN1/C(=C\C(=O)CSc2nncn2C)C(C)(C)c2ccccc21 | -6 | -10 | -1.5 | 0.8 | -8 | -2 | -1.2 | 0.0 | -4 | -2 | 2.7
Cc1ccc(-c2ccc(CO)o2)cc1N | -6 | -8 | -1.1 | -0.5 | -10 | 0 | 0.0 | 0.2 | 6 | 0 | 0.5
Cc1nn(C)c(C(=O)Nc2ccn(Cc3ccccc3F)n2)c1[N+](=O)[O-] | -4 | 1 | -1.2 | -0.5 | 1 | -1 | -2.9 | -0.7 | 3 | 2 | -0.8
Cc1cccc(C)c1OCC(O)CN1CCC(CN2C(=O)c3cccc4cccc(c34)C2=O)CC1 (stereo unspecified) | -31 | -5 | -1.0 | -0.1 | 0 | -4 | -1.5 | 0.5 | -3 | -7 | -1.4
CCOc1ccc(-n2c(SCC(=O)Nc3ccc(OC)cc3)nc3sc4c(c3c2=O)CCN(C)C4)cc1 | -2 | -42 | -1.1 | -0.4 | -17 | -1 | 2.6 | 0.2 | 6 | 24* | 2.9
CNc1ccccc1-c1nc2ccccc2n(C)c1=O | 4 | 5 | -0.6 | 0.1 | 6 | 5 | 2.0 | -0.7 | 5 | -10 | -0.4
CCN1C(=O)/C(=C2\C=Cc3ccccc3N2CC)SC1=S | 0 | -2 | -0.9 | 1.4 | -2 | -4 | 2.0 | 0.2 | 3 | -2 | 3.8
Cc1cc(C)nc(NC(=O)/C=C/c2ccc(Cl)cc2Cl)c1 | -1 | -4 | -1.5 | 1.0 | -3 | 6 | 0.3 | 1.1 | 2 | -2 | 3.5
O=S(=O)(NCC(c1ccco1)N1CCOCC1)c1ccc(Cl)cc1 (stereo unspecified) | 2 | 3 | -1.1 | -0.8 | 1 | 0 | -1.4 | 0.7 | -7 | 0 | 0.8
COc1cccc(CN2CC(C(=O)N(C)CCCC3CCCC3)CCC2=O)c1 (stereo unspecified) | -5 | -10 | 0.1 | 0.0 | -1 | -1 | -0.2 | 0.5 | 4 | 4 | 0.3
CCCCNc1nc(Nc2ccc(C)c(Cl)c2)c2cnn(C)c2n1 | -2 | -20 | -1.4 | -0.4 | -10 | -3 | -2.1 | -1.1 | 3 | -4 | -5.0

Compound activity as filed in PubChem BioAssay.
